From PubChem BioAssay
ADAM10 inh = ADAM10 inhibition, QFRET primary screen; recombinant ADAM10, EDANS/DABCYL FRET peptide cleavage, 3 h; inhibition, % at 7 µM; hit rate 0.62% among 370,000;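 active means inhibition above a per-campaign cutoff equal to the mean of compounds falling between control-based bounds plus 3 SD, cut at about 20% in these data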;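 further: 0% = DMSO wells while the 100% control is not disclosed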
ASAP1 GAP inh = ASAP1 ArfGAP inhibition; ASAP1-stimulated ARF1 GTP hydrolysis, GDP FP detection; inhibition, % at 16.5 µM; hit rate 0.19% among 360,000; in the data active means inhibition above about 25%;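 further: 0% = vehicle with enzyme and substrate and 100% = no enzyme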
Target sequence (Q9ULH1 325-724 limits assumed): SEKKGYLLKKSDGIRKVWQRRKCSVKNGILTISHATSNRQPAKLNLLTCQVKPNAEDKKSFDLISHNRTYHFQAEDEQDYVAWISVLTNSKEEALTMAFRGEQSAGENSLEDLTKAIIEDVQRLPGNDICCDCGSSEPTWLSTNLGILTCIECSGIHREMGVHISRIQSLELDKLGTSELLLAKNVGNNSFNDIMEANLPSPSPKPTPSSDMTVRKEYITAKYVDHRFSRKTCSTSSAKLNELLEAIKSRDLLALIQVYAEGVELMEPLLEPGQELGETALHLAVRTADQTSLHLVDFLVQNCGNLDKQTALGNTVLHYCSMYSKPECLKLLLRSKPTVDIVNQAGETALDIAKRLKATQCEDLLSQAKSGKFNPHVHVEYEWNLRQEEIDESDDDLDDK
Tn6 DDE FP = disrupts Tn6 cyclic peptide binding to fibrin D-Dimer-E complex; Fibrin DD(E) TRITC-Tn6 fluorescence polarization displacement; inhibition, % at 8.3 µM; hit rate 0.21% among 370,000; AID 720509;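 active means inhibition above a per-campaign cutoff: mean of compounds within control limits plus 3 SD, cut at about 15% in these data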;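 further: 0% = median of all compound wells on the plate and 100% = blocking peptide control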
PLC-gamma1 inh = PLC-gamma1 (human) inhibition, primary screen | hit rate 0.84% among 370,000 | inhibition, % at 12.2 µM | purified PLC-gamma1, fluorogenic substrate, fluorescence | P19174; in the data active means inhibition above about 9.5%
TDP2 inh = TDP2 (human) inhibition, absorbance primary screen; O95551; recombinant TDP2, T5PNP hydrolysis, p-nitrophenol absorbance 415 nm; inhibition, % at 12.8 µM; hit rate 0.34% among 370,000; AID 720702;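 active means inhibition above the mean of all tested compounds plus 3 SD, set per campaign, cut at about 25% in these data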;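 further: 0% = DMSO with enzyme and 100% = buffer with substrate but no TDP2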
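System – recombinant human TDP2 · Amount – 120 nM TDP2 per well · Buffer or medium – Mg2+-containing Tris-HCl buffer, pH 7.5 · Reagent – T5PNP substrate, 5 mM · Dosing – 12.8 µM single point, 1% DMSO · Incubation – 2 h at 37 °C · Measured by – epi absorbance · Read-out basis – percent inhibition · Benchmarks – high control without enzyme, low control DMSO plus TDP2 · Repeats – singlicate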
PLCb3 inh = PLC-beta3 (human) inhibition, primary screen; Purified PLC-beta3, fluorogenic substrate, fluorescence; inhibition, % at 12.2 µM; hit rate 0.18% among 370,000; AID 720704; in the data active means inhibition above about 11%;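 further: 0% = median of compound wells on plate and 100% = full blocker control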
ADAM17 inh = inhibits human ADAM17. AID 720648. P78536. hit rate 0.83% among 370,000. inhibition, % at 6.95 µM. recombinant ADAM17, EDANS/DABCYL FRET peptide cleavage;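 active means inhibition above the mean of compounds lying between control limits plus 3 SD, set per campaign, cut at about 8.5% in these data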;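 further: 0% = DMSO-only wells as the low control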
Target sequence (P78536 215-824 limits assumed): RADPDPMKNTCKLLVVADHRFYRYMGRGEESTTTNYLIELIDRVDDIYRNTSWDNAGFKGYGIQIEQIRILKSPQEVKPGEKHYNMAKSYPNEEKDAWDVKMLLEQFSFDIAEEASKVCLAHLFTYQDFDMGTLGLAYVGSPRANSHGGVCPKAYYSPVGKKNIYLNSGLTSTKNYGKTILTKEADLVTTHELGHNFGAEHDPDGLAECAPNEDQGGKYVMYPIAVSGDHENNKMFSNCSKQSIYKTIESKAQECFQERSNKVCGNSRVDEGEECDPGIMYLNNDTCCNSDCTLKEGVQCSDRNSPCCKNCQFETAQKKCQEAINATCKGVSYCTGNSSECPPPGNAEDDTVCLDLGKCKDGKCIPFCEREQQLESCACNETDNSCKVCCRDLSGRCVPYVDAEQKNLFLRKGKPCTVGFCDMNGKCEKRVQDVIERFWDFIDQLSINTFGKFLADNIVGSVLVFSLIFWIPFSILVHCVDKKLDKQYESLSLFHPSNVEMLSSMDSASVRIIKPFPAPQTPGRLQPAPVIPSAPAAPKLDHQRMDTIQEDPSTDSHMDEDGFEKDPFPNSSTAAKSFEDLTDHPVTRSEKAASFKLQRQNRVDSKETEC
DDE Tn7 FP inh = disrupts Tn7 cyclic peptide binding to fibrin D-Dimer-E complex; inhibition, % at 8.3 µM; P02675; FP displacement of FITC-Tn7 peptide from fibrin DD(E); 0% = median of compound wells per plate; hit rate 0.13% among 370,000;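 active means inhibition above the mean of compounds falling within the control limits plus 3 SD of them, cut at about 14% in these data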;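 further: 0% = plate median of compound wells and 100% = 10 µM Aha-Tn7 peptide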
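assay system = human clot-derived fibrin DD(E) complex | quantity = Fibrin-DD(E) at 2 µM final | timing = 10 min preincubation, 3 h with tracer, room temperature | signal = fluorescence polarization | measure = percent inhibition | benchmarks = high control wells with 10 µM unlabelled Aha-Tn7 peptide (full inhibition) | replicates = singlicate testing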
ARFGAP1 inhibitor = inhibitors of rat ARFGAP1. hit rate 0.26% among 360,000. Arfgap1-stimulated ARF1 GTP hydrolysis, GDP FP detection. inhibition, % at 16.5 µM;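 active means inhibition above a per-plate limit, mean inhibition of low control wells plus 3 SD, cut at about 25% in these data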;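 further: 0% = DMSO wells with enzyme and 100% = wells lacking Arfgap1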
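system = rat Arfgap1 catalytic domain, aa 1-136 | technique = FP, GDP Alexa 633 tracer displaced from anti-GDP antibody, 620/688 nm | compound = one concentration, 16.5 µM, DMSO 1.26% | medium = HEPES-based buffer, pH 7.5 | timing = compound-enzyme preincubation 20 min, reaction 120 min, detection 60 min, 25 °C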
SIAE inh = inhibitors of human sialic acid acetylesterase SIAE; SIAE FP-Rh probe binding, fluorescence polarization; hit rate 0.69% among 370,000; Q9HAT2; inhibition, % at 9.66 µM; AID 1053197;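 active means inhibition above a cutoff: mean of compounds within the control limits plus 3 SD of those, cut at about 17% in these data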;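 further: 0% = plate median of compound wells and 100% = probe without SIAE protein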
* hit, by the source's call; nt = not tested or not shown. Random draw from the library; any-hit rate near 3.6%.

cpd	Structure	ADAM17 inh	PLCb3 inh	DDE Tn7 FP inh	Tn6 DDE FP	SIAE inh	ASAP1 GAP inh	PLC-gamma1 inh	TDP2 inh	ADAM10 inh	ARFGAP1 inhibitor
1	COc1cc(OC)c(C(=O)c2ccccc2[N+](=O)[O-])c(OC)c1	1.9	2.5	3.1	-3.0	-1.6	5.0	-1.2	0.7	-3.5	-4.4
2	CCN(CC(=O)Nc1c(F)cccc1F)C(=O)CSCC(=O)Nc1ccc(OC)cc1	-0.3	-7.5	2.2	-4.3	1.2	-10.7	-0.6	3.4	-5.9	-5.5
3	CCOc1ncccc1C(=O)N=C1SCCN1C(=O)c1cccnc1OCC	-3.9	3.1	-2.8	-0.1	7.0	-2.2	2.8	-0.6	-2.5	3.6
4	N#Cc1c(C(F)(F)F)cc(-c2ccccc2)n(N)c1=O	-30.3	-17.2	-5.5	3.1	10.3	-8.5	-14.1	15.4	-65.6	13.6
5	Cc1cc(C)cc(C(=O)Nc2cccc(NC(=O)c3ccco3)c2)c1	1.8	-0.8	2.4	-3.9	-4.6	12.8	3.5	-3.8	4.4	18.2
6	O=C(O)CC(SCc1ccc(C(=O)O)o1)C(=O)O (stereo not drawn)	1.9	4.7	-5.8	7.5	-0.3	0.7	6.8	-14.8	4.8	3.0
7	COC(=O)CC1C(=O)NCCN1C(=O)OC(C)(C)C (stereo not drawn)	-1.8	-0.6	5.2	-4.8	1.8	7.4	-1.4	6.8	-2.7	-0.9
8	CCCN1C(=O)c2cc(C(=O)NC3CCCCCC3)ccc2C1O (stereo not drawn)	-0.6	-4.8	3.0	4.3	1.6	6.0	-0.7	0.4	-8.6	14.5
9	CCOC(=O)CCC(NC(=O)CCCCC(=O)NC(CCC(=O)OCC)C(=O)OCC)C(=O)OCC (stereo not drawn)	0.3	8.5	-1.9	-3.0	-2.4	3.7	4.0	-12.8	5.7	-0.5
10	COC(=O)c1c[nH]n2c(=O)cc(CCl)nc12	-88.6	-147.3	-8.7	-2.1	-5.9	-8.9	-144.3	-13.4	-244.1	-13.5
11	Cc1ccc(NC(=O)CSc2nnc(C(F)(F)F)n2C)cc1[N+](=O)[O-]	-2.6	2.0	6.9	-0.8	-0.5	1.9	-1.9	7.4	-9.7	8.7
12	O=C(CCSc1nnc2ccc3ccccc3n12)Nc1ccc(F)cc1	-10.8	-22.5	-0.3	1.2	-3.9	-2.9	-14.9	-0.1	-27.7	9.9
13	CCNC(=O)C1(C)CCCN(C(=O)CCc2cccs2)C1 (stereo not drawn)	-4.6	-1.9	8.9	1.0	-3.4	-12.9	0.1	-9.8	-17.1	-6.1
14	CCOc1ccc(/C=C/C(=O)Oc2ccccc2)cc1	-1.0	0.0	0.1	10.0	-10.6	3.6	-3.7	-10.3	4.5	-5.5
15	COc1ccc(CN2C(=O)C(CC(=O)NCCCN(C)C)CC(C(=O)N3CCOCC3)=C2C)cc1 (stereo not drawn)	-0.8	1.1	-3.9	9.3	1.3	-0.9	-0.3	3.6	-4.4	9.3
16	COc1cc2cc(C(=O)N3CCN(c4ccccc4OC)CC3)[nH]c2cc1OC	-65.5	-95.2	0.0	-13.3	-0.7	5.4	-72.5	-2.6	-115.4	15.4
17	CCOc1ccc(S(=O)(=O)n2cc(-c3ccccc3)c(N)n2)cc1	-3.7	-1.9	-3.5	4.8	-12.1	3.9	-1.3	-8.0	1.4	2.7
18	COc1ccc(C(C(=O)NC(C)(C)C)N(C(=O)CCC(=O)Nc2cc(C)on2)c2ccc3c(c2)OCCO3)cc1 (stereo not drawn)	1.5	-0.2	0.2	3.4	0.9	-3.7	1.6	-12.8	10.6	1.6
19	NS(=O)(=O)c1ccc(CCNS(=O)(=O)Cc2ccc(Cl)cc2)cc1	5.6	-2.0	-0.7	5.7	2.9	3.5	1.4	-16.5	10.5	-3.9
20	C[C@H]1C2CC(OC(=O)NCc3ccccc3)C(C2)[C@H]2CCCCN21 (stereo partly drawn)	-9.4	-0.2	7.5	3.8	-5.5	nt	-1.1	-7.1	-15.4	nt
21	O=C(O)C1=CCCNC1	0.0	2.4	0.0	-0.3	-6.2	7.9	1.6	-3.4	6.0	5.1
22	CC1CCCCC1NC(=O)COC(=O)Cc1ccc(Br)cc1 (stereo not drawn)	-0.5	5.2	-0.8	-4.7	-1.6	5.2	2.1	-8.9	12.7	-9.9
23	Cc1cccc(NC(=O)CCCN2C(=S)NC(C)(C)CC2C)c1C (stereo not drawn)	-5.9	-5.8	-2.3	-11.3	5.4	12.6	-0.2	14.6	-0.4	4.8
24	COCCNc1nc(NCCCN(C)C)c2sccc2n1	-0.8	0.2	-4.3	-1.0	1.4	-3.6	0.6	-7.1	-7.4	24.4
25	O=c1[nH]c(=O)n(-c2ccccc2)c2c1C(C(F)(F)F)(C(F)(F)F)N=C(CCC1CCCCC1)N2	-0.6	2.8	-2.0	2.6	-0.1	-2.3	-1.4	-5.3	5.1	6.6
26	Cc1ccc(C(=O)NCc2ccc3c(c2)OCO3)cc1S(=O)(=O)N1CCCCC1	-0.5	-0.9	3.6	8.4	-3.6	-1.9	1.1	-2.9	1.1	4.7
27	CC(C)CN(C(=O)COC(=O)/C=C/c1ccccc1)C1CCS(=O)(=O)C1 (stereo not drawn)	-2.0	-4.9	3.1	-0.3	-6.2	0.5	-0.6	2.1	-14.5	2.7
28	COc1ccc(OC)c(C(=O)c2coc3ccc(O)c(CN4CCOCC4)c23)c1	-2.5	-14.1	-3.9	1.2	2.1	8.1	-8.6	9.5	-9.0	6.2
29	C/C=C/c1ccc(OCC(=O)Nc2cc(S(=O)(=O)N3CCOCC3)ccc2N2CCCC2)c(OC)c1	6.0	-2.4	-5.0	13.5	-2.6	-3.9	2.0	-8.4	1.6	6.1
30	CC1CCCC(N2CCN(C(=O)c3ccccc3F)CC2)C1 (stereo not drawn)	0.0	-3.9	-4.0	3.5	5.6	6.0	0.5	-0.5	-1.8	0.9
31	Oc1ccc(-c2nc3c4c(ncn3n2)-c2ccccc2CC42CCCC2)cc1	-4.3	-3.0	7.2	1.1	-7.1	-12.7	-1.8	6.2	3.5	6.8
32	CCC12CN3CC(CC)(CN(C1)C3c1ccc([N+](=O)[O-])o1)C2=O (stereo not drawn)	-3.9	7.1	0.2	-2.6	-4.8	2.7	11.4*	-1.4	-3.6	10.6
33	CCOC(=O)N1CCN(C(=O)CSC2=NS(=O)(=O)c3cc(F)ccc3N2)CC1	-2.8	-6.5	-0.7	3.7	2.0	-3.6	-0.3	-3.2	-15.6	-1.1
34	c1ccc(-c2nc3cnccn3c2Nc2ccc3c(c2)OCCO3)cc1	-3.6	-43.6	2.6	-5.7	2.8	-0.2	-31.8	-3.9	-1.5	6.0
35	CC1CCCCC1NC(=O)CCS(=O)(=O)c1ccc2c(c1)NC(=O)CO2 (stereo not drawn)	-2.0	-1.2	-6.4	2.0	-3.2	0.1	5.5	-17.5	0.3	17.5
36	Cc1ccc(S(=O)(=O)N2CCCOC2CNC(=O)C(=O)NCCN2CCOCC2)cc1 (stereo not drawn)	1.2	-6.4	-8.2	0.0	2.3	5.8	-3.5	-0.4	-5.2	-9.1
37	N#Cc1cccc(NC(=O)CCc2ccc(S(=O)(=O)N3CCOCC3)cc2)c1	-7.0	-3.3	0.7	7.2	-6.0	-3.2	6.6	-3.8	-8.8	-2.8
38	CC(C)C(=O)Nc1cccc(C(=O)Nc2ccc(S(=O)(=O)Nc3nccs3)cc2)c1	2.0	3.5	4.3	-1.0	1.2	-2.3	9.3	-8.0	6.3	9.8
39	CC1=CC2=NC(=O)/C(=C\c3ccc(-c4cccc(Cl)c4)o3)C(=N)N2O1	0.8	-4.3	1.9	0.8	-23.7	58.3*	-5.1	-2.9	-5.8	41.1*
40	O=S(=O)(CCN1C=CC(C(F)(F)F)=NCC1)c1ccc(Cl)cc1Cl	1.2	-1.9	-3.3	5.4	-2.0	-7.2	4.9	15.5	-1.5	4.0
41	CC1=NN(c2nc(-c3ccccc3)cs2)C(=O)C1N=Nc1ccccc1 (stereo not drawn)	1.3	-2.5	3.1	2.7	-3.7	11.2	-1.5	1.5	-4.5	6.3
42	CCCn1c(=O)c(C#N)cn(C2CC2)c1=O	-4.1	-4.0	-6.0	-4.7	7.3	1.7	2.6	10.6	-6.8	9.5
43	COc1ccc(C(=O)OC(C)CN2CCN(C)CC2)cc1OC (stereo not drawn)	-8.2	1.3	0.4	-1.6	-0.3	1.9	-1.3	6.6	0.9	3.5
44	CCOc1ccccc1CNc1nnnn1C	0.2	-1.5	2.9	6.1	0.2	7.8	3.1	-12.7	14.5	-0.9
45	Cn1c(SCC(=O)O)nnc1C1CCCCC1	-1.5	-2.4	-2.5	1.3	1.0	4.3	0.9	0.0	4.6	13.1
46	CCOc1ccc(C(=O)Nn2cnnc2)cc1OCC	3.0	2.4	1.3	1.7	-1.7	8.4	8.2	-18.2	9.0	9.3
47	CCC(=O)c1ccc(OCC(=O)OCc2csc(CC(=O)Nc3ccccc3C)n2)cc1	1.1	1.0	-2.7	-0.4	6.1	4.0	3.2	-3.4	5.0	3.5
48	COC(=O)CN(c1ccc2c(c1)OCO2)S(=O)(=O)c1c(C)[nH]c(=O)[nH]c1=O	-7.4	-7.0	2.0	-3.2	5.8	-0.9	1.4	-2.8	-12.2	1.5
49	CC(NCC(O)COc1ccc(Br)cc1)c1ccccc1 (stereo not drawn)	-4.2	-2.5	4.0	-0.7	-4.4	-3.2	-1.6	5.0	-1.1	1.0
50	O=C(Nc1ccccc1)N1CCCN(Cc2c(F)cccc2Cl)CC1	0.7	-4.2	1.1	0.9	8.1	0.5	-0.9	7.5	1.8	-8.7
51	O=C(O)COc1ccc2c(c1)CCCC2	-0.2	-1.1	-1.6	3.4	-4.0	-0.1	-1.3	-4.8	0.6	0.7
52	O=C(NCC1CCCO1)c1ccc(Cl)c(S(=O)(=O)N2CCOCC2)c1 (stereo not drawn)	-2.7	-4.8	2.9	1.1	7.0	-4.7	1.7	10.8	-0.5	-6.7
53	C=CCN1[C@H](C#N)[C@@H](c2ccc(Br)cc2)[C@H]1CO	-0.2	-0.5	-9.3	5.2	-2.7	nt	-2.7	9.0	-1.2	nt
